From PubChem BioAssay
Bcl-B TR3 displacers = displacers of TR3 peptide from Bcl-B, primary screen, selectivity assay for Bfl-1 inhibitor project, biochemical, fluorescence polarization; 96,000 compounds, 0.11% hits; FP displacement of FITC-TR3 peptide from Bcl-B; higher % means a stronger effect; one-dose displacement, % at 20 µM; IC50 in µM for titrated hits;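 active means displacement above 50% at 20 µM plus a fluorescence interference ratio under 1.5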;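 further: plate controls were wells without compound for no effect and wells lacking Bcl-B protein for full effect; a part of the inactive calls stands beside numbers as strong as those of hits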
MRP reversal = reverses drug resistance mediated by MRP; H69AR cells + 2 uM doxorubicin, CellTiter-Glo, 72 h; 85,000 compounds, 0.04% hits; differential viability (reversal), % at 10 µM;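 active means viability drop by adding the cancer drug above about 55%, with treated viability meeting a 40% cutoff, limit read from the data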;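 further: viability without doxorubicin minus viability with 2 µM doxorubicin for each compound; larger differential means the compound sensitizes cells more to doxorubicin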
IL1B NFkB inh = blocks IL-1B driven NFkB nuclear translocation in HUVEC cells. AID 796. 94,000 compounds, 0.43% hits. HUVEC IL-1B NFkB p65 nuclear translocation imaging. inhibition, % at 2 µM;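 active means inhibition above about 30% together with a positive call from visual inspection of the well image, limit read from the data; inconclusive means inhibition above a set limit but visual check negative; inactive means inhibition not above a set limit, visual check negative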;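 further: nuclear over cytoplasmic p65 intensity ratio measured by imaging; 0% = IL-1B stimulated DMSO wells and 100% = unstimulated DMSO wells; values of inactives mirror those of a sister screen read the other way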
PLAP inhibitors HTS = inhibition of human placental alkaline phosphatase – biochemical, luminescence, HTS (AID 690); one-dose inhibition, % at 20 µM; IC50 in µM for titrated hits; 96,000 compounds, 0.08% hits; purified PLAP, luminescent substrate; higher % means a stronger effect; in the data active means a potency from the dose series; inactive means the rest, 99 in 100 with inhibition below about 30%; further: strong numbers were not always called active
NFkB transloc pot = enhances IL-1B driven NFkB nuclear translocation; HUVEC IL-1B NFkB p65 nuclear translocation imaging; 94,000 compounds, 0.3% hits; activation, % at 2 µM;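 active means activation above 40%, about the mean plus 3 SD, also judged a hit on visual image review; inconclusive means activation above 40% but not a hit on visual review; inactive means activation not above 40% and no visual hit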;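 further: percent activation is computed from the nuclear over cytoplasmic p65 intensity ratio; values of inactives mirror those of a sister screen read the other way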
MRP reversal cytotoxicity = further read-out of MRP reversal, marked with its call; viability, %; H69AR cells, CellTiter-Glo, 72 h; measured here: cytotoxicity without doxorubicin
MRP reversal with doxorubicin = also measured in MRP reversal; calls as there; viability, %; measured here: viability with 2 uM doxorubicin; stronger effect = lower value
IL1B NFkB inh cell count 2 µM = second read-out of IL1B NFkB inh, no call of its own (marks repeat the call); cell count; measured here: cells passing quality filter;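 raw number of nuclei counted in each imaged well without normalization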
NFkB transloc pot cell count 2 µM = recorded beside NFkB transloc pot, whose call it bears; cell count; measured here: cells passing quality filter
* hit, by the source's call; ? = inconclusive; nt = no result given. This is a subset; rates above refer to the full screens.

SMILES	Bcl-B TR3 displacers	MRP reversal	MRP reversal cytotoxicity	MRP reversal with doxorubicin	IL1B NFkB inh	IL1B NFkB inh cell count 2 µM	PLAP inhibitors HTS	NFkB transloc pot	NFkB transloc pot cell count 2 µM
COc1cccc(C2=CC(c3ccc(N(C)C)cc3)n3nnnc3N2)c1 (stereo unspecified)	-7%	-25	15	40	0	77	18%	-1	77
CCCc1[nH][nH]c(=O)c1C(c1ccc(Br)cc1)C(C#N)C#N (stereo unspecified)	0%	2	88	86	-8	164	-83%	9	164
CCOC(=O)CN1C(=O)C(C)(C)Oc2ccc(C(=O)Nc3ccccc3OC)cc21	2%	-6	81	88	-2	164	-76%	2	164
Cc1occc1C(=O)Nc1cccc2ccccc12	nt	-3	71	73	-21	151	nt	21	151
COCCn1nnnc1C(c1ccc(Cl)cc1)N1CCSCC1 (stereo unspecified)	-6%	8	91	82	-25	127	-41%	25	127
CCOc1ccc(NC(=O)c2ccccc2OCC(=O)c2ccc(C)cc2)cc1	7%	nt	nt	nt	-21	148	3%	21	148
CCn1cnc2cc(NCc3ccncc3)ccc21	-5%	-2	86	88	6	91	9%	-6	91
CC(=O)Nc1ncc2c(n1)CC(c1ccco1)CC2=O (stereo unspecified)	-2%	6	98	92	4	38	16%	-4	38
NC(=O)C1CCN(c2nc(C3CC3)nc3c2nnn3Cc2ccccc2)CC1	-5%	-8	78	86	nt	nt	-14%	nt	nt
O=c1c(/C=C(\O)c2ccc(F)cc2)nc2ccccc2n1-c1ccccc1	-82%	11	51	39	-2	130	-27%	1	130
CCCCC(=O)Nc1cccc(NC(=O)c2ccccc2Br)c1	-4%	nt	nt	nt	-2	118	25%	2	118
CCOC(=O)C(NC(=O)CC)(Nc1cc(C)on1)C(F)(F)F (stereo unspecified)	-2%	17	107	90	-10	110	-28%	10	110
CC(=O)OCC1OC(Sc2cccc3cccnc23)C(OC(C)=O)C(OC(C)=O)C1OC(C)=O (stereo unspecified)	-2%	nt	nt	nt	2	111	-55%	-2	111
CN(CC(=O)Nn1cnnc1)S(=O)(=O)c1ccc(Br)cc1	0%	10	100	90	-6	184	2%	6	184
S=c1[nH]nc(-c2ccc(Br)o2)n1Cc1ccccc1	-8%	nt	nt	nt	-22	216	7%	22	216
NC(=O)C1(N2CCCCC2)CCN(C(=O)NC2CCCCC2)CC1	2%	-7	102	109	12	204	-12%	-12	204
Cc1ccc(C(=O)C2COC(=O)C2)cc1 (stereo unspecified)	2%	1	72	71	-5	113	25%	5	113
CCOCCCn1c(SCC(=O)NCc2ccco2)nc2c(sc3ccccc32)c1=O	1%	-1	78	79	-14	139	-36%	14	139
Nc1cc(-c2ccccc2)ccc1O	-26%	-12	54	66	-3	118	-27%	3	118
CN(CC(=O)Nc1ccc(Cl)cc1)CC(=O)Nc1cc(Cl)ccc1C#N	6%	-11	75	86	nt	nt	-145%	nt	nt

The closing 2 compounds of the part above lead into the next.
SMILES	Bcl-B TR3 displacers	MRP reversal	MRP reversal cytotoxicity	MRP reversal with doxorubicin	IL1B NFkB inh	IL1B NFkB inh cell count 2 µM	PLAP inhibitors HTS	NFkB transloc pot	NFkB transloc pot cell count 2 µM
Nc1cc(-c2ccccc2)ccc1O	-26%	-12	54	66	-3	118	-27%	3	118
CN(CC(=O)Nc1ccc(Cl)cc1)CC(=O)Nc1cc(Cl)ccc1C#N	6%	-11	75	86	nt	nt	-145%	nt	nt
CC(=O)Nn1c(-c2ccccc2)cc2ccccc21	8%	-9	86	95	18	155	7%	-19	155
Cc1ccc2nc(N3C(=O)C(O)=C(C(=O)c4ccco4)C3c3cccs3)sc2c1 (stereo unspecified)	-19%	nt	nt	nt	11	125	-18%	-11	125
CCOC(=O)C1=C(C)NC(C)=C(C(=O)OCC)C1c1cn(-c2ccccc2)nc1-c1ccco1	-24%	3	70	67	0	150	22%	0	150
CC(=O)Nc1c(O)nc(SCC(=O)Nc2ccc(C(C)=O)cc2)[nH]c1=O	8%	1	94	93	-39	130	-17%	39	130
Cn1c(=O)[nH]c(=O)c2c1nc(Br)n2CC(O)c1ccccc1 (stereo unspecified)	6%	nt	nt	nt	-10	192	-21%	10	192
Cc1cc(C)c(S(=O)(=O)N2CCCCC2)cc1N(C)S(=O)(=O)c1ccc(Cl)cc1	16%	nt	nt	nt	-19	93	-29%	19	93
CC(=O)/C=C1\SC(CC(=O)O)C(=O)N1c1ccccc1 (stereo unspecified)	5%	nt	nt	nt	-2	160	13%	2	160
CON1C(=O)C(=O)N(OC)C(C)(C)C1C (stereo unspecified)	-8%	nt	nt	nt	11	157	19%	-11	157
Cc1nn(C)c(Oc2cccc(Cl)c2)c1C(=O)Nc1ccc(F)cc1	0%	nt	nt	nt	-3	138	-25%	3	138
CCC(=O)c1cc(F)c(N2CCN(C(=O)Cc3ccccc3)CC2)cc1C	0%	nt	nt	nt	9	124	-64%	-9	124
Cc1ccc(N/C=C(\C#N)c2ccc(OCCCF)cc2)cc1	4%	-6	98	104	-1	160	11%	-1	69
Cc1cccc(C)c1OCC(=O)N/N=C/c1cc2c(cc1[N+](=O)[O-])OCO2	1%	6	88	83	8	72	-9%	-8	72
O=C(Oc1ccc2cc(Br)ccc2c1)c1cccnc1	2%	nt	nt	nt	11	136	17%	-11	136
CCCC1=NN2C(=N)/C(=C\c3ccc(SCc4ccco4)o3)C(=O)N=C2S1	-297%	-4	92	95	-7	90	-40%	7	90
CCCNC(=O)COC(=O)CCC(=O)c1ccc(F)cc1	7%	nt	nt	nt	1	184	-19%	-1	184
CC1CN(C(=O)COC(=O)c2cccs2)CC(C)O1 (stereo unspecified)	-12%	-10	81	91	nt	nt	14%	nt	nt
CC(C)C(=O)NC(NC(=S)NC1CCS(=O)(=O)C1)C(Cl)(Cl)Cl (stereo unspecified)	nt	6	102	96	3	110	nt	-3	110
CC(=O)C1=C(NC(=O)c2ccc(F)cc2)CC2C1C2(C)C (stereo unspecified)	5%	21	102	81	-7	168	3%	7	168
COC(=O)c1ccc(NC(=O)CSc2nnc(Cc3cccn3C)n2-c2ccc(F)cc2)cc1	0%	-3	75	78	nt	nt	-47%	nt	nt
COc1ccc(CCC(=O)Nc2ccc(N3CCOCC3)cc2)cc1	12%	nt	nt	nt	7	213	3%	-7	213
Cc1ccc(-c2cc(C(F)F)n3ncc(C(=O)N4CCCc5ccccc54)c3n2)cc1	nt	-1	58	60	10	104	nt	-10	104
Cc1ccc2cc(CN(CCCN3CCOCC3)C(=O)NC3CCCCC3)c(=O)[nH]c2c1C	-1%	10	89	78	0	77	nt	nt	nt
O=C(/C=N/O)NCc1cccnc1	-6%	-5	96	101	-5	132	12%	5	132
CN(C)CCOC(C1CCCCC1)C1CCCCC1	4%	nt	nt	nt	13	180	-81%	-13	180
CN1C(=O)c2ccc(N(C)C)cc2C1=O	nt	-20	83	103	-10	141	nt	10	141
COC(=O)c1cc(OC)c(OC)cc1NC(=O)CCc1ccc(C)o1	-1%	5	78	73	1	146	-39%	-1	146
C=CCn1c(SCc2csc(C)n2)nc2scc(-c3ccc(C)o3)c2c1=O	-6%	0	87	88	-29	179	-14%	29	179
CSCC[C@H](NC(=O)c1nn(C)c(=O)c2ccccc12)c1nc2ccccc2[nH]1	6%	0	70	70	-8	165	-42%	8	165
c1csc(CCNc2ncnc3sc4c(c23)CCC4)c1	4%	-19	53	72	-4	156	-52%	4	156
CCOc1cc(S(=O)(=O)Nc2ccc(Cl)cn2)ccc1F	-17%	0	100	100	16	138	13%	-16	138
COC(=O)C1=C(C)OC(N)=C(C#N)C1c1ccc(OC)c(CSc2ccccn2)c1 (stereo unspecified)	12%	nt	nt	nt	0	150	-49%	0	150
Nc1cc(=O)[nH]n1C1CCN(c2ccccc2)CC1	-8%	-8	95	103	-5	95	-36%	5	95
CC(=O)OC(C(=O)NCCc1ccccc1)c1cccnc1 (stereo unspecified)	-2%	-11	94	105	-42	158	21%	?	nt
COC(=O)c1[nH]c(C)c(/C(O)=C2\C(=O)C(=O)N(CCN(C)C)C2c2ccccc2OC)c1C (stereo unspecified)	1%	-2	86	89	nt	nt	-18%	nt	nt
COC(=O)C(C)N1C(=O)S/C(=C/c2cc(C)n(C(C)C)c2C)C1=O (stereo unspecified)	-8%	nt	nt	nt	-23	141	-33%	23	141
CCOC(=O)Cc1csc(NC(NC(=O)OCC)(C(=O)OCC)C(F)(F)F)n1 (stereo unspecified)	nt	1	98	97	-7	122	nt	7	122
CC(C(=O)N1CCCc2ccccc21)N1C(=O)c2ccccc2C1=O (stereo unspecified)	nt	-5	92	97	5	88	nt	-5	88
CC(C)(C)n1nnnc1C(c1cccnc1)N1CCN(c2ccccc2F)CC1 (stereo unspecified)	nt	8	82	74	-1	96	nt	1	96
COc1cccc2c(C)nc(Nc3nc(CSc4nnc(C)s4)cc(=O)[nH]3)nc12	-6%	-5	60	65	-10	139	18%	10	139
COc1ccc(CC(=O)Nc2ccc(-c3nnc(-c4ccccc4)o3)cc2)cc1	-52%	-14	58	72	6	178	4%	-6	178
COc1ccc(-c2cc(CNC(=O)CCl)on2)cc1	-4%	nt	nt	nt	-2	151	26%	2	151
O=c1c2ccccc2c(-c2ccc(Br)cc2)nn1Cc1ccccc1	-6%	nt	nt	nt	-6	187	13%	5	187
O=C(CN1CCN(c2ncccn2)CC1)NCCC1=CCCCC1	0%	-6	93	99	0	121	-31%	0	121
N/C(=N\OC(=O)c1cccc(Br)c1)c1ccccc1	3%	nt	nt	nt	-16	153	16%	16	153
COC(=O)C1CCN(C(c2cccs2)c2sc3nc(C)nn3c2O)CC1 (stereo unspecified)	0%	11	93	82	nt	nt	-26%	nt	nt
COc1cc(CN2CCC(C(=O)N3CCN(c4ccccc4F)CC3)CC2)cc(OC)c1OC	-8%	1	90	89	13	60	-70%	-13	60
O=C(NC1CC2CCCC(C1)N2C(=O)Nc1ccccc1)c1ccncc1 (stereo unspecified)	-2%	6	89	83	-6	169	-37%	6	169
COc1cc(-c2nn3c(COc4ccccc4)nnc3s2)cc(OC)c1OC	-8%	12	89	77	nt	nt	24%	nt	nt
CC(C)OC(=O)NC(C)(C)COC(=O)Nc1cccc(Cl)c1	nt	-5	87	92	-8	122	nt	8	122
Clc1ccc(CSc2nnc(CN3CCOCC3)n2-c2ccccc2)cc1Cl	-8%	nt	nt	nt	24	203	-81%	-24	203
O=C(N1CCCCCC1)N1CCN(S(=O)(=O)N2CCCCC2)CC1	-7%	-11	68	80	-4	124	-37%	4	124
Cn1ncc(C#N)c1/N=C/N1CCOCC1	-1%	-2	101	103	-6	160	-6%	5	160
O=C(c1ccc(Cl)cc1)N1CCCC(c2ccccc2)=N1	-3%	nt	nt	nt	1	166	8%	-1	166
O=C(NCC1CCCO1)c1ccccc1-c1nc(-c2ccccc2)no1 (stereo unspecified)	8%	-2	86	88	-6	107	-42%	6	107
Cc1cc(C(c2nnnn2Cc2ccccc2)N2CCOCC2)c(C)n1-c1ccc2c(c1)OCO2 (stereo unspecified)	-65%	-11	55	65	-23	170	-40%	23	170
CC1(C)Cc2nc3oc4c(N(CCO)Cc5ccccc5)ncnc4c3cc2CO1	-7%	-33	56	89	nt	nt	-41%	nt	nt
CCOC(=O)c1ccccc1NC(=O)COc1ccccc1	-12%	5	73	69	-7	114	21%	7	114
CCOc1cc(S(=O)(=O)NC2CC(C)(C)NC(C)(C)C2)ccc1F	-6%	5	92	87	10	157	5%	-10	157
CN1CCN(C(=O)c2ccccc2-c2nc(-c3ccc(Cl)cc3)no2)CC1	-8%	3	57	53	-8	128	-36%	8	128
